# From PubChem BioAssay
# ALOX12 inh: inhibitors of human 12S-lipoxygenase ALOX12 | P18054 | purified 12hLO, xylenol orange hydroperoxide absorbance | Potency, µM (top dose mostly 108 µM), for the others: at the top dose activity change, negative = inhibition, hits mostly inhibitors | 580,000 tested, 1.1% active; active = well fitted inhibition curve with a large enough effect; inconclusive = small, poorly fitted or top-dose-only effect, or another doubt; inactive = no such curve, though single readings can be large or run the other way
# Target sequence (P18054 whole entry, looked up): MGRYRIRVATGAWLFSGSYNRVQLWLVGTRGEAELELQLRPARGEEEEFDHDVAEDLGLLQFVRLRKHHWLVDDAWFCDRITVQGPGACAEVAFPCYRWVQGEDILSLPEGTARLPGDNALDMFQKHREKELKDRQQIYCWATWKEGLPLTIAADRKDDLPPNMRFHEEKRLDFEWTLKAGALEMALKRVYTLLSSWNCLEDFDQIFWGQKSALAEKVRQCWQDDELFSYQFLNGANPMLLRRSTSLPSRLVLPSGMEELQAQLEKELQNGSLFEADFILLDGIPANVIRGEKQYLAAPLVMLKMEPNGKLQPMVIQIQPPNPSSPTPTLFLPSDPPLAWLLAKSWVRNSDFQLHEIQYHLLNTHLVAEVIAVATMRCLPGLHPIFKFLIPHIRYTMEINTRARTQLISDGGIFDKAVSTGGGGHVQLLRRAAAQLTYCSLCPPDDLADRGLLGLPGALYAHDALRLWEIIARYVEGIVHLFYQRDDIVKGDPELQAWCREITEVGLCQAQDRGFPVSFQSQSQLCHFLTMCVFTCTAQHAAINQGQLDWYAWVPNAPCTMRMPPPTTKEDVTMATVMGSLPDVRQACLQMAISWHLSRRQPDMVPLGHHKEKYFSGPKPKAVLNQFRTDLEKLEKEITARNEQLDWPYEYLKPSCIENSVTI
#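 Purified human 12hLO (150 nM final) in 25 mM Hepes, 0.01% Triton X-100, pH 7.0 was preincubated 15 min at room temperature with compound. Then 40 uM arachidonic acid was added, 30 min. Hydroperoxide was read by Fe-XO absorbance ratio 573/405 nm.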
# Numbers without * were called inactive; u = inconclusive; [ ] = dose if it differs, or a comment. % is set by controls: 0 for no effect and ±100 for the full control effect; potency is the fitted concentration of half-maximal effect. The list is partial. The share of hits here may be higher or lower than overall.
Molecule | ALOX12 inh
COCc1cc(N2CCN(C(=O)OC(C)(C)C)C[C@H]2C)ccc1N1CCN(Cc2ccccc2)[C@@H](C)C1 | -14%
Cc1ccc(CC(=O)N2CCc3cn(C)c4cccc(c34)C2)cc1 | 7%
COCc1nncn1C1CCN(S(=O)(=O)c2cccc(Cl)c2)CC1 | 5%
CC(C)(CC(=O)O)CC(=O)N1Cc2[nH]cnc2C[C@H]1c1nc(Cc2ccccc2)no1 | 15%[176 µM]
CN(C)c1ccc(CN2CC[C@H](c3nnc(-c4ccco4)o3)C2)cc1 | 3%[176 µM]
CC(C)Nc1cc(CC2CC(=O)N(c3ccccc3)C2)ncn1 (stereo not drawn) | 31%[activator]
CCOc1ccc(CNC(=O)CN2C(=O)C(C)=C(c3ccc(C)c(C)c3)S2(=O)=O)cc1OC | -15%
Cc1cc(C(=O)N2CCC(Oc3ccccc3)C2)n(C)n1 (stereo not drawn) | 13%
CC(C)c1ccc(NC(=O)COCC(=O)N(c2ccccc2)c2ccccc2)cc1 | 3%
COc1cccc(CN2CC[C@@H]3C(=O)NCCCCCCN(Cc4ccncc4)[C@@H]3C2)n1 | 140%[activator]
COCCC1(NS(C)(=O)=O)CCN(C(=O)c2cccc(C#N)c2)CC1 | 9%
O=C(c1nccc2ccccc12)N1C[C@@H](CO)[C@H](c2ccncc2)C1 | 31%[activator]
Cc1c(CNCCc2c[nH]c3ccccc23)c(C(=O)O)c(C)n1Cc1ccc(Cl)cc1 | u
NC(=S)NNC(=O)Nc1ccccc1 | u
Cc1cnc(C(=O)NC2C[C@H]3CC[C@@H](C2)N3C(=O)C2CC2)cn1 (stereo partly drawn) | 2%
CC(C)NC(=O)NC[C@H]1COCc2nc3cc(C(F)(F)F)ccc3n21 | 11%[176 µM]
Fc1ccccc1CN1CCNc2cc(Nc3ccccc3)ncc2C1 | -6%[176 µM]
COc1ccccc1-c1coc2cc(OCc3ccc(C)cc3)ccc2c1=O | 4%
O=C(CSc1nnc2ccccn12)Nc1cccc(S(=O)(=O)N2CCCC2)c1 | 31%[activator]
Cc1cn2nc(C(=O)NCc3cccc(C(F)(F)F)c3)cc2c(=O)[nH]1 | -9%
CCN(CC)C(=O)N1C[C@@H](Oc2cccnc2)C[C@@H]1C(=O)NCCOC | 42%[activator]
O=C(CN1CCN(c2cnn(-c3ccccc3)c(=O)c2Cl)CC1)Nc1ccc2[nH]c(=O)[nH]c2c1 | -3%
O=C1NC(C(=O)Nc2ccc3c(c2)OCCO3)Cn2cccc21 (stereo not drawn) | u
COC[C@@H]1CN(S(=O)(=O)c2cc(F)ccc2OC)C[C@H]1C(N)=O | -8%
Cc1cccc(CSc2nnc(C3CCN(C(=O)OC(C)(C)C)CC3)o2)c1 | 9%

# Looked up by compound from the entries so far, five records:
Molecule | ALOX12 inh
CC(C)c1ccc(NC(=O)COCC(=O)N(c2ccccc2)c2ccccc2)cc1 | 3%
O=C(CSc1nnc2ccccn12)Nc1cccc(S(=O)(=O)N2CCCC2)c1 | 31%[activator]
CCN(CC)C(=O)N1C[C@@H](Oc2cccnc2)C[C@@H]1C(=O)NCCOC | 42%[activator]
Cc1ccc(CC(=O)N2CCc3cn(C)c4cccc(c34)C2)cc1 | 7%
O=C1NC(C(=O)Nc2ccc3c(c2)OCCO3)Cn2cccc21 (stereo not drawn) | u

# Grouped by structure: those above with an aryl methoxy group.
Molecule | ALOX12 inh
CCOc1ccc(CNC(=O)CN2C(=O)C(C)=C(c3ccc(C)c(C)c3)S2(=O)=O)cc1OC | -15%
COc1cccc(CN2CC[C@@H]3C(=O)NCCCCCCN(Cc4ccncc4)[C@@H]3C2)n1 | 140%[activator]
COc1ccccc1-c1coc2cc(OCc3ccc(C)cc3)ccc2c1=O | 4%
COC[C@@H]1CN(S(=O)(=O)c2cc(F)ccc2OC)C[C@H]1C(N)=O | -8%

# Another view of part of the listing above.
COCc1cc(N2CCN(C(=O)OC(C)(C)C)C[C@H]2C)ccc1N1CCN(Cc2ccccc2)[C@@H](C)C1
  ALOX12 inh: -14%
CCOc1ccc(CNC(=O)CN2C(=O)C(C)=C(c3ccc(C)c(C)c3)S2(=O)=O)cc1OC
  ALOX12 inh: -15%
